Screens as filed in PubChem.
hIAP block: human IAP inhibition | AID 2544 | inhibition, % at 10 µM | hit rate 0.12% among 330,000 | purified IAP, CDP-Star luminescence, 30 min | P09923;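 active = inhibition reaching a set limit with compound at 10 µM in the primary screen, cut at about 35% in these data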;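 note: plate controls were DMSO wells with enzyme for no effect and no-enzyme buffer wells for full effect; values of inactives mirror those of a sister screen read the other way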
Target sequence (P09923 whole entry, looked up): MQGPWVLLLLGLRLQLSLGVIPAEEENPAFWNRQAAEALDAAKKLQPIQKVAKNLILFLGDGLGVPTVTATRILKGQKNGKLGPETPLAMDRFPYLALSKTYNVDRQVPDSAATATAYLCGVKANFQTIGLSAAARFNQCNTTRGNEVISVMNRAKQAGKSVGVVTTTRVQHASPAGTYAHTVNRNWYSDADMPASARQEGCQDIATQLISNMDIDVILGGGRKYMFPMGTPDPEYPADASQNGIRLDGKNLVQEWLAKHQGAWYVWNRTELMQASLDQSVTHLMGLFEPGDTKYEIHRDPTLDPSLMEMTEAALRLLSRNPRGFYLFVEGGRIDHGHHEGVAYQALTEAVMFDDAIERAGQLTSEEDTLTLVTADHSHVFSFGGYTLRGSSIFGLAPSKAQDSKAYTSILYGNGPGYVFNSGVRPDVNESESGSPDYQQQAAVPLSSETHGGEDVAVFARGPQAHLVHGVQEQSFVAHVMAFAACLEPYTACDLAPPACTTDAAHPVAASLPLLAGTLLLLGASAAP
mIAP block: mouse IAP inhibition; inhibition, % at 10 µM; purified mouse IAP, CDP-Star luminescence, 30 min; hit rate 0.2% among 330,000;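 active = inhibition of at least 40% at 10 µM in the primary screen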;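 note: plate controls were DMSO with enzyme for no effect and no enzyme wells for full effect; values of inactives mirror those of a sister screen read the other way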
MPTP inh: blocks calcium-induced mitochondrial swelling; isolated mouse mitochondria, Ca2+ swelling absorbance, 30 min; inhibition, % at 10 µM; hit rate 1.4% among 360,000;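 active = inhibition of 50% or more, scaled per plate between neutral and stimulator controls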;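 note: 0% = DMSO wells given calcium and 100% = 1 mM EGTA wells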
hIAP activ: increases human intestinal alkaline phosphatase activity | P09923 | purified human IAP, CDP-Star luminescence, 30 min; hits give high values; 1 = vehicle-only enzyme, 0 = enzyme-free background | activation factor at 10 µM | hit rate 0.16% among 330,000 | AID 2524;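 active = activation factor of the enzyme at least 2-fold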; note: the source names both 10 and 20 µM as test concentration; values of inactives mirror those of a sister screen read the other way
APOBEC3A inh: blocks human APOBEC3A ssDNA deamination; P31941; recombinant A3A, FAM/TAMRA ssDNA deamination fluorescence; inhibition, % at 20 µM; hit rate 0.41% among 330,000; AID 493011;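 active = at least 40% inhibition at 20 µM here, with at most 30% in a related deaminase screen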;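 note: plate controls were A3A with DMSO for no effect and wells lacking A3A enzyme for full effect; some results filed as inactive read as strong as hits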
ATG4B inhibitor: blocks human ATG4B protease cleavage of LC3 substrate | Q9Y4P1 | ATG4B cleavage of LC3-PLA2, NBD-HPC fluorescence, 1 h | inhibition, % at 8.33 µM | hit rate 0.51% among 340,000 | AID 504462; in the data active = inhibition above about 40%
Target sequence (Q9Y4P1 whole entry, looked up): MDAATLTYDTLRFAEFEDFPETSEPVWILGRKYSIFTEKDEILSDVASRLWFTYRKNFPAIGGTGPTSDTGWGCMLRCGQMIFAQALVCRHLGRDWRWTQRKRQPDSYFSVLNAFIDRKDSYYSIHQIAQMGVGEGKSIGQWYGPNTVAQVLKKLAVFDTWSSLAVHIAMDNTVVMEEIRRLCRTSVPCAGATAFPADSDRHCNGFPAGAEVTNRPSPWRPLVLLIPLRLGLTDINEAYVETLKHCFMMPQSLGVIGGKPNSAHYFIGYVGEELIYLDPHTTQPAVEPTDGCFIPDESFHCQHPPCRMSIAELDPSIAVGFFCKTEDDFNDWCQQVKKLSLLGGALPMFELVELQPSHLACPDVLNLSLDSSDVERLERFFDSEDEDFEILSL
mIAP act: mouse IAP activation; activation factor at 10 µM; AID 2805; hit rate 0.24% among 330,000; muIAP, CDP-Star luminescence, 30 min; hits give high values; 1 = vehicle-only enzyme signal, 0 = enzyme-free wells;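 active = activation factor of at least 2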; note: the source names both 10 and 20 µM as test concentration; values of inactives mirror those of a sister screen read the other way
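Assay system: mouse IAP enzyme; reagent: chemiluminescent substrate CDP-Star; dosing: test compounds delivered from DMSO solution; schedule: 30 min at room temperature; measured by: luminescence from enzymatic CDP-Star hydrolysis; controls: DMSO-only wells and no-enzyme negative control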
MIN6 prolif: MIN6 beta-cell proliferation induction; proliferation, % at 10 µM; hit rate 0.29% among 330,000; AID 2380; MIN6 cells proliferation, ATPlite luminescence, 48 h; cells starved in 0.2% serum; 100% = growth in 10% serum;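 active = compounds whose signal lies at least 3.5 SD above the mean of all wells on their plate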;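 note: 0% = DMSO-treated cells in low-serum medium and 100% = 10% serum control; some compounds called inactive have numbers as strong as hits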
A3G deaminase: APOBEC3G (human) deaminase inhibition; hit rate 0.28% among 330,000; inhibition, % at 20 µM; recombinant A3G, ssDNA deamination FAM/TAMRA fluorescence; Q9HC16; AID 493012;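 active = inhibition of at least 40% at 20 µM, with no more than 30% in the related APOBEC3A deaminase screen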;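 note: plate controls were DMSO wells with A3G for no effect and wells lacking A3G enzyme for full effect; some compounds called inactive have numbers as strong as hits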
Active calls of the source: *.

#	structure	hIAP block	mIAP block	MPTP inh	hIAP activ	APOBEC3A inh
1	Cc1ccc(OCc2cnc(Cl)s2)c(C)c1	-10	1	0.6	1.1	1
2	N/C(=N\OC(=O)COc1ccc(Br)cc1)c1ccncc1	13	-7	1.5	0.87	5
3	CCc1ccc2c(c1)c1nc(C)sc1n2CC(=O)OC	-2	-6	-1.4	1	2
4	C=CCn1c(SCC(=O)c2ccc(Br)cc2)nnc1C(CC(C)C)NC(=O)c1cccs1 (stereo not given)	7	24	3.0	0.93	-4
5	Cc1nc2ccccc2c(=O)n1/N=C/c1ccccc1	-11	3	0.4	1.1	-6
6	O=C(NC1=NCCS1)c1ccc(-c2ccc(Cl)cc2)o1	0	2	3.4	1	3
7	N=C1C(c2ccccc2)=C(O)CN1c1cccc(S(=O)(=O)Nc2cccc(C(F)(F)F)c2)c1	-15	2	1.5	1.2	-2
8	O=C(Nc1ccc(F)cc1)NC1(C(=O)NCc2cccs2)CCCCC1	-11	-19	1.2	1.1	1
9	COCC(=O)n1nc(-c2ccccc2)nc1NCc1ccccc1	-8	1	-0.5	1.1	2
10	CCOC(=O)c1nc(Nc2ccc(C(=O)O)cc2)c2ccccc2n1	-15	0	0.7	1.1	3
11	Cc1nn(C)c(C)c1NC(=O)c1ccc(S(=O)(=O)N(C)C)cc1	8	2	-0.5	0.92	4
12	O=C(CN1C(=O)NC2(CCCC2)C1=O)OCCOc1ccccc1Cl	11	9	-1.8	0.89	-4

#	ATG4B inhibitor	mIAP act	MIN6 prolif	A3G deaminase
1	1	0.99	-2	-7
2	4	1.1	0	-1
3	1	1.1	2	-4
4	-3	0.76	-2	-6
5	-6	0.97	-1	-8
6	2	0.98	0	0
7	-8	0.98	-2	-5
8	-5	1.2	2	-5
9	4	0.99	-1	-5
10	7	1	-1	-2
11	9	0.98	-1	8
12	-9	0.91	-4	-9

Further results:
#	structure	hIAP block	mIAP block	MPTP inh	hIAP activ	APOBEC3A inh
13	Cc1ccc(CNc2ccc(N3C(=O)CC(C)C3=O)cc2[N+](=O)[O-])cc1 (stereo not given)	23	8	4.0	0.77	8
14	COc1ccc(N2CCN(CC(=O)c3c(C)n(C)c4ccc(OC)cc34)CC2)cc1	4	4	0.7	0.95	1
15	CN(CC(=O)Nc1ccc(Cl)c(C(F)(F)F)c1)C(=O)C1CC(=O)N(C2CCCC2)C1 (stereo not given)	13	-5	1.2	0.87	17
16	O=C1COc2ccc(C(=O)CSc3nnnn3-c3ccccc3)cc2N1	13	5	-1.2	0.87	1
17	Cn1ccc(C(=O)Nc2ccc3c(c2)OCCO3)n1	4	2	0.8	0.96	0
18	O=C(NC1=NCCS1)c1ccccc1OCc1ccccc1Cl	-16	-5	-1.1	1.2	0
19	C=CCN1C(=O)N/C(=C/c2ccc(C)o2)C1=O	-2	12	0.9	1	2
20	Cc1[nH]n(-c2ccccc2)c(=O)c1N=O	-2	3	-1.6	1	-4
21	Cc1ccc(SC[C@H](C)CN2CC[C@H](NC(=O)OCc3ccccc3)CCC2=O)cc1	14	11	-0.6	0.85	-2
22	COc1ccc(CN2CCN(c3ncnc4scc(-c5ccc(F)cc5)c34)CC2)cc1	-1	0	-0.4	1	-2
23	COc1ccc(NC(=O)CCSc2nnnn2C)cc1	2	-5	-0.8	0.98	7
24	O=C(CC1CC2CCC1C2)N1CCN(S(=O)(=O)c2ccccc2[N+](=O)[O-])CC1 (stereo not given)	8	-9	-0.2	0.92	1

#	ATG4B inhibitor	mIAP act	MIN6 prolif	A3G deaminase
13	-8	0.92	0	-1
14	-6	0.96	-4	4
15	-15	1.1	-4	3
16	-15	0.95	1	-2
17	-3	0.98	-4	-1
18	-1	1.1	1	-3
19	-7	0.88	0	3
20	-6	0.97	-3	-4
21	-1	0.89	1	-6
22	-3	1	-6	-3
23	1	1	2	0
24	-8	1.1	-3	1

Next section:
#	structure	hIAP block	mIAP block	MPTP inh	hIAP activ	APOBEC3A inh
25	Cn1c(SCC(=O)OCC(=O)c2ccccc2)nnc1-c1cccs1	-1	4	-1.1	1	-1
26	COc1ccc(/C=C(\C#N)C(=O)NCc2ccccc2)cc1	1	1	1.1	0.99	3
27	c1ccc(OCCn2c(-c3ccco3)nc3ccccc32)cc1	-2	6	1.2	1	-1
28	CCOC(=O)C(O)(CCC(O)(C(=O)OCC)C(=O)OCC)C(=O)OCC	-1	0	0.1	1	-3
29	O=C(Nc1nc(-c2ccccc2)cs1)c1ccccc1F	7	-1	5.1	0.93	-5
30	O=C(NC(=S)NCCCN1CCOCC1)c1ccco1	0	2	-2.6	1	2
31	COc1ccc(N(C(=O)c2cccnc2)S(=O)(=O)c2ccc(F)cc2)cc1	8	-6	1.9	0.92	-1
32	COc1ccc(S(=O)(=O)N(CC(=O)N2CCCCCC2)c2ccccc2OC)cc1	-10	0	-2.6	1.1	-3
33	CC(=O)c1sc(NS(=O)(=O)c2ccc(C)cc2)nc1C	-8	-3	-2.1	1.1	1
34	Cc1ccn2cc(CCNS(=O)(=O)c3ccc(F)c(C(F)(F)F)c3)nc2c1	-24	3	-1.2	1.2	-2
35	CCOc1cc(C(=O)CCC(=O)OCC(=O)Nc2ccc(F)cc2)ccc1O	16	-4	0.2	0.84	0
36	CCc1ncc(CN2CCC(C(=O)Nc3cccc(-c4cscn4)c3)CC2)cn1	-3	-2	-0.4	1	-1

#	ATG4B inhibitor	mIAP act	MIN6 prolif	A3G deaminase
25	-5	0.96	-2	-6
26	-10	0.99	-2	-3
27	5	0.94	-3	-2
28	0	0.99	2	-6
29	26	1	-2	-8
30	5	0.98	-1	-7
31	3	1.1	-2	-6
32	-6	1	-5	-9
33	2	1	-2	-6
34	-3	0.97	10	-3
35	-10	1	6	-3
36	1	1	-1	-5

The listing continues:
#	structure	hIAP block	mIAP block	MPTP inh	hIAP activ	APOBEC3A inh
37	COc1ccccc1NC(=O)CCN1CCN(Cc2ccccc2)CC1	-12	-14	-0.1	1.1	-3
38	Cc1ccc(NC(=O)COc2ccc(Br)cn2)cc1	-12	-11	1.0	1.1	-6
39	O=C(CCN1C(=O)CSc2ccccc21)Nc1ccc(C(F)(F)F)cc1	-10	-20	-2.0	1.1	21
40	CCOc1ccc(N2C(=O)c3ccccc3C2=O)cc1	-12	1	0.1	1.1	-3
41	Cc1ccc(C(=O)CC(=O)COc2ccc(Cl)cc2)cc1	13	10	-0.7	0.87	-5
42	COc1cc(CC(=O)OCC(=O)Nc2ccc(Cl)c(S(=O)(=O)N(C)C)c2)cc(OC)c1OC	-22	6	9.8	1.2	-2
43	CCN1CCN(c2ncnc3c2cnn3-c2ccc(Cl)cc2)CC1	-17	3	0.8	1.2	2
44	C/C(=N\Nc1cc(Cl)nc(C)n1)c1ccc(C)cc1	-13	-12	0.5	1.1	-4
45	O=C(Nc1ccsc1C(=O)NC1CCCCC1)c1ccccc1	6	-3	9.1	0.94	1
46	CCCN1C(=O)/C(=C/c2ccccc2OCc2ccc(C(=O)O)cc2)NC1=S	-1	13	0.5	1	-2
47	O=C1N=C(N2CCCCC2)S/C1=C\c1cn[nH]c1-c1ccccc1	1	-5	2.3	0.99	-5
48	COc1ccc(C=Nc2cccnc2N)cc1	-1	15	-0.9	1	-3

#	ATG4B inhibitor	mIAP act	MIN6 prolif	A3G deaminase
37	2	1.1	-1	-1
38	2	1.1	-2	-5
39	-47	1.2	-4	-8
40	2	0.99	-2	-5
41	-1	0.9	-5	-8
42	-5	0.94	-2	-1
43	0	0.97	-2	4
44	-4	1.1	-1	-3
45	-2	1	-4	-1
46	0	0.87	-2	-5
47	14	1.1	0	-9
48	0	0.85	-3	-2

Further records.
#	structure	hIAP block	mIAP block	MPTP inh	hIAP activ	APOBEC3A inh
49	O=C(COC(=O)CNC(=O)C1CCCCC1)Nc1cccc(F)c1	11	-5	0.8	0.89	-4
50	O=[N+]([O-])c1ccc(N=Cc2sc3ccccc3c2O)cc1	-6	9	3.4	1.1	-1
51	COCC(C)n1c(SCC(=O)N2CCOCC2)nc2ccccc2c1=O (stereo not given)	-8	1	-0.6	1.1	1
52	COc1ccc(-n2c(=O)c(CCC(=O)N(C)Cc3cccs3)nc3ccccc32)cc1	12	2	0.1	0.88	-2
53	CC(C)(C)NC(=O)Cn1c(=O)oc2ccc(Cl)cc21	8	-6	0.5	0.92	-3
54	CCCCOc1ccc(-c2ncc(C(=O)O)c(C)n2)cc1	-2	-12	-0.4	1	-1
55	CCC1Sc2ccccc2N(CC(=O)NC2CCCCC2)C1=O (stereo not given)	-12	-17	1.3	1.1	-4
56	CCn1ccnc1CNCc1cn(-c2cc(C)ccc2C)nc1-c1ccccc1	-18	-34	-0.5	1.2	3
57	O=[N+]([O-])c1ccc(C2=Nn3c(Cn4nnc5ccccc54)nnc3SC2)cc1	6	20	3.1	0.94	-4
58	Cc1cc(C)cc(N2C(=O)CSC2c2ccccn2)c1 (stereo not given)	4	12	-0.7	0.96	2
59	COc1ccc(Cl)cc1NC(=O)CSC1=NN2CCCC(=O)N=C2S1	3	8	2.8	0.97	-1
60	Cc1ccc(C2CC(c3ccc(Cl)cc3)n3nc(N)nc3N2)cc1 (stereo not given)	10	6	-2.7	0.9	-1

#	ATG4B inhibitor	mIAP act	MIN6 prolif	A3G deaminase
49	-4	1	1	-5
50	0	0.91	-1	1
51	-2	0.99	-3	-3
52	-6	0.98	1	-11
53	-5	1.1	-1	-6
54	0	1.1	-2	7
55	1	1.2	-1	1
56	15	1.3	-1	-2
57	-6	0.8	0	29
58	-6	0.88	-3	-4
59	-9	0.92	0	-7
60	9	0.94	-3	-5

5 structures already listed, sorted by number of heavy atoms, ascending.
#	structure	hIAP block	mIAP block	MPTP inh	hIAP activ	APOBEC3A inh
53	CC(C)(C)NC(=O)Cn1c(=O)oc2ccc(Cl)cc21	8	-6	0.5	0.92	-3
49	O=C(COC(=O)CNC(=O)C1CCCCC1)Nc1cccc(F)c1	11	-5	0.8	0.89	-4
59	COc1ccc(Cl)cc1NC(=O)CSC1=NN2CCCC(=O)N=C2S1	3	8	2.8	0.97	-1
56	CCn1ccnc1CNCc1cn(-c2cc(C)ccc2C)nc1-c1ccccc1	-18	-34	-0.5	1.2	3
52	COc1ccc(-n2c(=O)c(CCC(=O)N(C)Cc3cccs3)nc3ccccc32)cc1	12	2	0.1	0.88	-2

#	ATG4B inhibitor	mIAP act	MIN6 prolif	A3G deaminase
53	-5	1.1	-1	-6
49	-4	1	1	-5
59	-9	0.92	0	-7
56	15	1.3	-1	-2
52	-6	0.98	1	-11

Going on with the list.
#	structure	hIAP block	mIAP block	MPTP inh	hIAP activ	APOBEC3A inh
61	CC1CN(c2ccc(Oc3ccccc3)cc2)c2nc3c(c(=O)n(CC(N)=O)c(=O)n3C)n2C1 (stereo not given)	8	0	-1.8	0.92	-6
62	Cc1noc(C)c1C(=O)Nc1cc(S(=O)(=O)N2CCCCC2)ccc1N(C)C	-2	-6	-0.1	1	3
63	CCOc1cccc2cc(C(=O)NCc3cccnc3)c(=O)oc12	-4	-1	-1.1	1	4
64	Cc1ccc(NC(=O)C2CCCN(C(=O)Nc3ccc(F)cc3)C2)cc1 (stereo not given)	8	7	-0.4	0.92	1
65	O=C(COC(=O)Cc1ccccc1F)Nc1ccc(Cl)cn1	3	3	0.0	0.97	-2

#	ATG4B inhibitor	mIAP act	MIN6 prolif	A3G deaminase
61	-6	1	-2	-7
62	-4	1.1	-1	-4
63	12	1	3	-2
64	4	0.93	0	-4
65	-8	0.97	-4	-6
